Screens deposited in PubChem BioAssay by The Scripps Research Institute Molecular Screening Center.
GPR151 activ: activates the human receptor GPR151 | Q8TDV0 | PathHunter beta-arrestin GPR151 cells, luminescence | activation, % at 11.2 µM | 1% of 650,000 active; in the data active = activation above about 4.9%;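 note: 0% = median of compound wells and 100% = cells with positive control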
Target sequence (Q8TDV0 whole entry, looked up): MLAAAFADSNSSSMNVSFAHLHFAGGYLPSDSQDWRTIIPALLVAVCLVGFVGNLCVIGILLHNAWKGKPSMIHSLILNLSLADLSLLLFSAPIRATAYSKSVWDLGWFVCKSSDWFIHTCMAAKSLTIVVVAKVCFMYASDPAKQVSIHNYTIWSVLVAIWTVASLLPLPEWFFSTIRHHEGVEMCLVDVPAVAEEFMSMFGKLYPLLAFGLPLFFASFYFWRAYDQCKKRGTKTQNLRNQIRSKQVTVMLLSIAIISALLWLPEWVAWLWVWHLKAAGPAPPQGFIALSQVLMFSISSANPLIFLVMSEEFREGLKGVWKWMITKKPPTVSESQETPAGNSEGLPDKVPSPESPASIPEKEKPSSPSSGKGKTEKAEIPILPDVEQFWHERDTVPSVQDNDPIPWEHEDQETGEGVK
MITF inh: inhibitors of human MITF. O75030. AlphaScreen MITF homodimerization, bead proximity signal. inhibition, % at 2.6 µM. 0.91% of 650,000 active; in the data active = inhibition above about 50%;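 note: 0% = vehicle wells with protein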
Target sequence (O75030 whole entry, looked up): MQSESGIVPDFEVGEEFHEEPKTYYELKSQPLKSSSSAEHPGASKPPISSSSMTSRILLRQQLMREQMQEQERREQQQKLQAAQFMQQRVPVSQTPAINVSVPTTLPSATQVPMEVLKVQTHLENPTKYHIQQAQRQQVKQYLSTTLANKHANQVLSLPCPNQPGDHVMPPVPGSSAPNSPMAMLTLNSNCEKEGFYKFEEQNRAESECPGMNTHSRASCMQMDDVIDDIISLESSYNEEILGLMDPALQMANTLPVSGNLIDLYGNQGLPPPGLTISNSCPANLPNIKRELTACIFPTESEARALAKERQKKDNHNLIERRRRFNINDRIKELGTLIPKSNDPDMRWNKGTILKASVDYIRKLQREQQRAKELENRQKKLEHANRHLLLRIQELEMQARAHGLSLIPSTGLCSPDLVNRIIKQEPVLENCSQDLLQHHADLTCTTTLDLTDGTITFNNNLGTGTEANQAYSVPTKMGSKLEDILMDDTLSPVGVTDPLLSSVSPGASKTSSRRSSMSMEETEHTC
FBW7 act: activators of human E3 ligase FBW7; AlphaScreen FBW7–phospho-cyclin E peptide binding, activator screen; normalized activity (activation), % at 26.1 µM; 0.13% of 650,000 active; in the data active = normalized activity above about 1.9%;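 note: purified mutant Fbw7 with reduced substrate affinity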
TEAD-YAP block: TEAD-YAP interaction inhibition; 1.4% of 640,000 active; HEK-TIYL cells, TEAD-Gal4/YAP UAS-luciferase luminescence; inhibition, % at 9.12 µM; AID 1259422; in the data active = inhibition above about 32%;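 note: 0% = median of test compound wells and 100% = reference inhibitor wells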
Numbers without * were called inactive; . = not tested or not shown.

SMILES	GPR151 activ	MITF inh	FBW7 act	TEAD-YAP block
COC(=O)c1c(NC(=O)CC(C)C)sc(C)c1C	0.7	-8	-0.1	-8
CCOc1ccc(NC(=O)c2sc3c(c2N)C(c2ccc(Cl)cc2)C2=C(CCCC2=O)N3)cc1 (stereo unspecified)	-1.0	4	0.1	17
COc1cc(N[C@@H](C)c2ccccc2)ncn1	0.1	-10	-0.2	2
CCCCCNC(=O)CN(C)S(=O)(=O)c1ccc2ccccc2c1	1.3	2	0.0	7
Cc1cc(C)nc(SCC(=O)N/N=C\c2cccc(OCc3ccccc3)c2)n1	1.0	2	0.0	3
COc1ccc(S(=O)(=O)NCCNc2nc(C)cc(N(C)C)n2)c(OC)c1	-2.3	9	0.4	32*
Cc1nnc(SCC(=O)Nc2sc3c(c2C(N)=O)CCCC3)[nH]c1=O	-1.3	-9	-0.1	7
C/C(=N\NC(N)=O)c1ccc2c(c1)OCO2	-0.3	-13	-0.1	1
CCC(=O)O[C@]1(C(=O)CCl)[C@@H](C)C[C@H]2[C@@H]3CCC4=CC(=O)C=C[C@]4(C)[C@@]3(F)[C@@H](O)C[C@@]21C	-2.1	-8	0.0	.
COC(=O)[C@H]1CN(C(=O)c2ccn[nH]2)C[C@@H]1c1ccc(F)cc1	-0.5	-1	-0.2	-3
Cn1cnnc1SCc1ccc(C(=O)N/N=C/c2cccc(O)c2O)cc1	2.2	39	-1.2	-3
Cc1c(NC(=O)c2cccc(N/C=C/C(=O)C(F)(F)F)c2)c(=O)n(-c2ccccc2)n1C	0.5	0	0.1	-1
COc1ccc(-c2nc3cnccn3c2NCc2ccc3c(c2)OCO3)cc1CO	-0.6	-11	0.4	-7
O=P(O)(O)O[C@@H]1C(O)[C@H](OP(=O)(O)O)[C@H](O)C(O)[C@H]1O (stereo partly specified)	-0.4	-2	.	.
CC(C(=O)NCc1ccccn1)c1ccc([N+](=O)[O-])cc1 (stereo unspecified)	-0.9	25	-0.9	9
COc1ccc(-c2cc(C(=O)N3CC4CCC3C4)cc(-n3cnnn3)c2)cc1OC (stereo unspecified)	-0.7	19	0.0	-60
CC(=O)NCC(=O)N1CCc2c([nH]c3ccccc23)C1c1cccc(C(F)(F)F)c1 (stereo unspecified)	-1.3	-15	-0.1	-54
C/C(=N\NC(=O)c1ccccc1[N+](=O)[O-])c1ccc(C(C)(C)C)cc1	0.0	10	0.1	-5
CCCn1c(SCC(=O)c2ccc3c(c2)OCCO3)nnc1-c1ccco1	0.2	9	-0.1	-2
O=C(/C=C/c1ccccc1[N+](=O)[O-])Nc1ccccc1Cl	3.5	10	0.3	-60
O=C(CN1CCCCCC1)N/N=C/c1ccc(Cl)cc1	-0.7	20	-0.1	-9
Cc1ccc2[nH]c3c(c2c1)CCNC31CCN(C(=O)N[C@@H](C)c2ccccc2)CC1	0.6	16	0.2	-16
CCOc1ccc(-n2nc(C(=O)N3CCN(Cc4ccccc4)CC3)c3ccccc3c2=O)cc1	-1.7	-4	-0.1	-1
COc1ccc(N2C(=O)CC(NCCc3ccc(S(N)(=O)=O)cc3)C2=O)cc1F (stereo unspecified)	-0.9	-5	0.0	5
CC1Sc2cc(S(=O)(=O)CCC(=O)Nc3ccccc3F)ccc2NC1=O (stereo unspecified)	5.3*	-1	-0.1	-3
COc1ccc(/C=N\Nc2cc(C)nc(-c3ccccc3O)n2)cc1	0.7	-6	-0.1	10
O=c1c(/C=C2\C=Nc3ccccc32)c(-c2ccccc2)[nH]n1-c1nc(-c2ccc(Br)cc2)cs1	2.4	7	0.1	2
Cc1ccc(C=Nc2ccccc2C(N)=O)s1	-0.4	4	-0.2	36*
CCCCN(CCCC)S(=O)(=O)c1cccc(C(=O)Nc2ccccc2[N+](=O)[O-])c1	-1.0	5	-0.2	-9
Cc1ccc(Nc2nnc(SC(C)C(N)=O)s2)cc1 (stereo unspecified)	-0.5	-12	-0.1	-24
Cc1ccc(CN2C(=O)C3C(C(=O)Nc4ccc(C)cc4)C4C=CC3(O4)C2C(=O)NC2CCCCC2)cc1 (stereo unspecified)	-1.2	-12	-0.1	0
O=C(CN1CCCCCC1)NC(c1ccccc1)c1ccccc1	-0.4	54*	0.2	-2
COc1ccc(/C=C(/NC(=O)c2ccc(OC)c(OC)c2)C(=O)N2CCCCCC2)cc1	-1.5	-14	-0.1	-7
O=C(Nc1ccnn1C1CCN(C(=O)C2COc3ccccc3O2)CC1)C1CC1 (stereo unspecified)	-0.3	2	0.1	8
CN=C(NC#N)NCCCCc1nc(N)n[nH]1	0.4	10	0.8	-1
COc1ccc(N(C)C(=O)c2cnc(N3CCN(c4ccccn4)CC3)c3ccccc23)c(OC)c1	-1.5	4	0.4	-3
CC(C)CCSc1nc2cc3c(cc2c(=O)n1CCC1=CCCCC1)OCO3	1.1	-5	0.1	-18
N#C/C(=C\c1cn(CC(=O)NCC2CCCO2)c2ccccc12)C(=O)NC1CCCC1 (stereo unspecified)	-1.3	-16	0.3	-1
O=C(Nc1ccccc1Oc1cccnc1)C1CCCN(Cc2c[nH]c3ccccc23)C1 (stereo unspecified)	-1.1	10	0.0	1
CCOc1cccc(C2CC(c3cccc(Br)c3)=NC(c3ccccc3OC)N2)c1O (stereo unspecified)	1.2	11	0.5	-13
COc1ccc(NC(=O)c2cccnc2NCc2ccccc2)cc1	1.1	19	0.1	-7
Cc1cc(C)nc(SCCn2c(N3CCCC3)nc3c2c(=O)n(C)c(=O)n3C)n1	1.0	13	-0.2	8
CCC(C)C(=O)NCc1nnc2n1CCN(Cc1cccs1)CC2 (stereo unspecified)	-1.5	10	0.3	-1
O=C(COC(=O)c1ccc[nH]c1=O)Nc1ccc(Br)cc1	-1.4	4	0.1	5
CCC1=NC(C(F)(F)F)(C(F)(F)F)c2c(n(Cc3ccco3)c(=O)[nH]c2=O)N1	0.4	-3	0.0	-14
O=C(CSCc1c(Cl)cccc1Cl)Nc1ccc(C(=O)O)cc1	-1.0	5	0.6	-12
CC(=O)c1ccc(-c2nc(-c3cccnc3)cnc2N)cc1	-0.4	11	0.3	6
Cc1cc(C)c(S(=O)(=O)Nc2ccc3c(c2)N(C(=O)C(C)C)CCC3)cc1C	0.6	-8	0.1	46*

Another view of some results above:
molecule,GPR151 activ,MITF inh,FBW7 act,TEAD-YAP block
Cc1cc(C)c(S(=O)(=O)Nc2ccc3c(c2)N(C(=O)C(C)C)CCC3)cc1C,0.6,-8,0.1,46*
CC(C)CCSc1nc2cc3c(cc2c(=O)n1CCC1=CCCCC1)OCO3,1.1,-5,0.1,-18
CCC1=NC(C(F)(F)F)(C(F)(F)F)c2c(n(Cc3ccco3)c(=O)[nH]c2=O)N1,0.4,-3,0.0,-14

New compounds follow:
SMILES	GPR151 activ	MITF inh	FBW7 act	TEAD-YAP block
O=C(NCCCCNC(=O)c1cncc(Br)c1)c1cncc(Br)c1	1.7	-5	0.1	8
CCN(CC)C(=O)N1CCCC(c2ncncc2S(C)(=O)=O)C1 (stereo unspecified)	-0.1	8	0.0	-6
COc1ccccc1OCC(=O)Nc1ccc(I)cc1C	1.6	-4	0.1	-6
CCC1=NC(C(F)(F)F)(C(F)(F)F)N=C2SCCN12	-0.2	10	0.0	12
Cc1cc(C)c(S(=O)(=O)Nc2cc(Br)c3oc4c(c3c2)C(=O)CCC4)c(C)c1	-0.1	9	0.0	4
O=C1CCC2(C(=O)NC34CC5CC(CC(C5)C3)C4)SCCN12 (stereo unspecified)	0.3	-10	-0.2	-3
CCOc1ccc(Oc2ccc([N+](=O)[O-])cc2C#N)cc1	-0.5	0	-0.4	6
Cc1cc(C)c2nc(NC(=O)CN3C(=O)c4ccccc4C3=O)sc2c1	-1.1	-13	-0.3	-4
O=C(NCCOc1cccc(Cl)c1Cl)c1ccc2ccccc2n1	-1.5	15	0.2	18
COc1ccc(-c2cnc3c(n2)[nH]c(=O)n3CC(C)C)cn1	-1.5	-4	0.6	-4
O=C(Nc1nnc(-c2ccc(Br)cc2)o1)c1c(F)cccc1F	1.1	9	0.6	-17
O=C(c1ccc(-c2ccc([N+](=O)[O-])cc2)o1)N1CCCCC1	-1.5	-3	-0.1	-55
O=C(O)Cn1c2c(c(-c3ccccc3)cc1=O)CCCC2	0.3	-11	-0.2	-3
O=C1CSC(=O)N1Cc1cc2c(cc1Cl)OCO2	0.3	15	0.9	9
COC(=O)c1c(NC(=O)COc2ccc(Cl)cc2Br)sc(C)c1C	-0.5	-2	-0.1	7
COC(=O)Cn1cc(S(=O)(=O)NCc2cccs2)c2cc([N+](=O)[O-])ccc21	-0.5	0	-0.1	5
Cc1ccc(NC(=S)OC(C)C)c([N+](=O)[O-])c1	0.8	21	-0.1	-7
CN1CCc2cc(C(CNC(=O)NCc3ccccc3)N3CCOCC3)ccc21 (stereo unspecified)	0.7	5	-0.2	-1
Cc1cccc(CNc2ncc(-c3ccc(F)cc3)n2C)c1	0.1	11	-0.1	-1
COc1cc(-c2cnc(NCCCc3ccccc3)c3nccn23)cc(OC)c1OC	-1.1	-16	-0.3	1
CC1CCc2sc(NC(=O)c3cc([N+](=O)[O-])cc([N+](=O)[O-])c3)c(C(N)=O)c2C1 (stereo unspecified)	3.7	8	0.2	1
CN1C=CC2=C(C#N)C(N)C(C#N)(C#N)C(c3ccccc3)C2C1 (stereo unspecified)	-0.8	3	-0.4	3
O=C(NC(=S)NCc1ccco1)c1ccc(Br)cc1	-0.1	-5	-0.1	-3
CS(=O)(=O)N1CCN(C(=O)c2ccc3c(c2)OCO3)CC1	3.2	4	0.1	-1
COc1ccccc1NC(=O)N1CCN(Cc2nc(-c3ccc(Cl)cc3)cs2)CC1	0.3	-5	-0.3	-1
Cc1noc(NS(=O)(=O)c2ccc(NC(=O)COc3ccccc3Br)cc2)c1C	-0.5	17	0.9	-8
CCN(c1ccccc1C)S(=O)(=O)c1ccc(F)cc1	-0.1	-16	-0.2	-3
C=COCCCNC(=O)C1CCN(c2nc3ccccc3n2CC)CC1	1.0	14	-0.1	10
CCOC(=O)C1CCN(CCC(=O)Nc2cccc(F)c2)CC1	0.7	-1	-0.1	2
Cc1cc(C)n(CCN(C(=O)c2nc3ccccc3s2)c2nc3c(F)cc(F)cc3s2)n1	1.4	11	0.1	8
CCN1C(=O)/C(=C2\SC(=S)N(C(C)C)C2=O)c2cc(Br)ccc21	1.0	-4	0.1	3
CCN1C(=O)[C@H]2[C@H]3[C@H](O)[C@H](O)C/C(=N\OC[C@@H](C)[C@H](OCc4ccccc4)C(C)C)[C@@H]3CC[C@H]2C1=O	1.2	0	-0.1	.
CCCC(O)C#CCN(CC)CC (stereo unspecified)	1.7	10	0.6	-21
Cc1ccnc(NS(=O)(=O)c2c(C)cc(C)cc2C)c1	3.1	-9	0.1	-3
COc1ccccc1CN1C[C@@H]2C[C@@H](c3cn[nH]c3-c3cccc(F)c3)N3CCC[C@@]23C1=O	-1.0	-1	-0.1	6
COC(=O)C1=C(O)CSC1=Nc1ccccc1	0.0	-9	0.1	-1
CCOc1ccc(NC(=O)CN(C)S(=O)(=O)c2cnc[nH]2)cc1	0.1	-4	-0.2	-2
Cc1ccc(OCc2ccccc2)c(C=O)c1	0.0	1	0.0	-23
Cn1ncc([N+](=O)[O-])c1C(=O)Nc1ccccc1	0.0	4	-0.1	6
Cc1cccc(NCN2C(=O)C3CC=CC(C)C3C2=O)c1 (stereo unspecified)	-0.2	5	0.0	15
Nc1nc(CN2c3cccc4cccc(c34)S2(=O)=O)nc(N2CCOCC2)n1	0.1	0	-0.1	-7
CC(=O)c1ccc(S(=O)(=O)N(CCCO)Cc2cc3cc(C)ccc3[nH]c2=O)cc1	-1.3	13	1.3	7
c1cc2c(cc1C1CC1)OCCO2	-2.1	-5	0.3	6

6 entries from above, arranged by formula weight, falling.
SMILES	GPR151 activ	MITF inh	FBW7 act	TEAD-YAP block
COc1ccccc1CN1C[C@@H]2C[C@@H](c3cn[nH]c3-c3cccc(F)c3)N3CCC[C@@]23C1=O	-1.0	-1	-0.1	6
CCOc1ccc(NC(=O)CN(C)S(=O)(=O)c2cnc[nH]2)cc1	0.1	-4	-0.2	-2
Cc1cccc(NCN2C(=O)C3CC=CC(C)C3C2=O)c1 (stereo unspecified)	-0.2	5	0.0	15
COC(=O)C1=C(O)CSC1=Nc1ccccc1	0.0	-9	0.1	-1
Cn1ncc([N+](=O)[O-])c1C(=O)Nc1ccccc1	0.0	4	-0.1	6
Cc1ccc(OCc2ccccc2)c(C=O)c1	0.0	1	0.0	-23
